# GPR35 antagonists – inhibition of zaprinast-stimulated GPR35 beta-arrestin translocation – imaging, U2OS, beta-arrestin-GFP, zaprinast agonist, primary screen (AID 2058) | U2OS GPR35 beta-arrestin-GFP translocation imaging, zaprinast antagonism; higher % means a stronger effect | one-dose inhibition, % at 10 µM; IC50 in µM for titrated hits | hit rate 0.052% among 290,000;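 active = inhibition of at least 50% with at least 30 cells and total cytoplasm GFP at most 10,000,000; inconclusive = under 30 cells or total GFP of 10,000,000 plus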
# GPR55 activation – GPR55 agonists via beta-arrestin recruitment, primary screen, imaging, U2OS cells, beta-arrestin-GFP redistribution (AID 1961); U2OS GPR55 beta-arrestin-GFP redistribution imaging; higher % means a stronger effect; activation, % at 10 µM, or EC50 in µM where a hit was titrated; hit rate 0.048% among 290,000;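 active = activation above 40% with more than 50 cells counted in the well; inconclusive = wells holding fewer than 50 cells, flagged as toxic or sparse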;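 also: U2OS osteosarcoma cells stably expressing GPR55 and beta-arrestin-GFP; plate controls were DMSO negative control for no effect and LPI positive control for full effect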
# Lipid droplet – hepatic lipid droplet formation modulation; AID 1656; inhibition, % at 6.5 µM; hit rate 0.4% among 240,000; AML12 mouse hepatocytes, oleate lipid droplets, BODIPY imaging;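 active = lipid droplet intensity inhibited by at least 50%, with more than 500 cells counted; inconclusive = wells with under 300 cells, treated as cytotoxic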
#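 Material: mouse AML12 hepatocyte cell line, fixed after treatment; Timing: compound with oleate, overnight; Technique: high-content imaging of BODIPY-stained droplets and DAPI nuclei; Probe or stimulus: oleate, 100 µM final; Dosing: compound at 6.5 µM only.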
# MgcRacGAP inhibition – MgcRacGAP GTPase-activating activity inhibitors, confirmation, biochemical, ADP Hunter fluorescence. MgcRacGAP-stimulated Rac1 GTP hydrolysis, ADP Hunter fluorescence; higher % means a stronger effect; GST-tagged Rac1 F28L mutant substrate. inhibition, % at 30 µM, or IC50 in µM where a hit was titrated. hit rate 0.6% among 340,000. AID 624330;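 active = first-screen hits whose inhibition reached a set limit at any dose in the follow-up dose series; inconclusive = inhibition above the set first-screen limit but never retested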;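 also: fluorescence reports GDP produced by GAP-driven GTP hydrolysis; strong numbers were not always called active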
# LYP phosphatase – PTPN22 lymphoid phosphatase activity blockers – biochemical, fluorescence intensity, uHTS (AID 1779); inhibition, % at 11.5 µM; hits with a dose series show IC50 in µM; hit rate 0.054% among 290,000; recombinant LYP phosphatase, fluorescence intensity; higher % means a stronger effect; in the data active = inhibition above about 50%;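 also: plate controls were vehicle with enzyme for no effect and no enzyme for full effect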
# SV40 large T antigen – SV40 large T antigen inhibitors, biochemical (AID 1903) | hit rate 0.39% among 310,000 | inhibition, % at 20 µM; hits with a dose series show IC50 in µM | SV40 large T antigen ATPase/helicase inhibition assay; higher % means a stronger effect; in the data active = a potency from the dose series; inconclusive = inhibition mostly from about 32% at the one dose, without a potency; inactive = the rest, 99 in 100 with inhibition below about 32%; also: strong numbers were not always called active
# GPR55 LPI antagonism – inhibition of LPI-stimulated GPR55 beta-arrestin translocation – imaging, U2OS, beta-arrestin-GFP, LPI agonist, primary screen (AID 2013) | U2OS GPR55 beta-arrestin-GFP translocation imaging, LPI antagonism; higher % means a stronger effect | inhibition, % at 10 µM, or IC50 in µM where a hit was titrated | hit rate 0.13% among 290,000;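 active = spots per cell inhibited over 60%, with over 100 cells counted and total cytoplasm intensity under 500,000; inconclusive = wells with under 100 cells, flagged as likely toxic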;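 also: U2OS cells stably carrying GPR55 and arrestin-GFP stimulated by 5 µM LPI near EC80; imaged beta-arrestin-GFP aggregate spots per cell after agonist stimulation; plate controls were LPI-stimulated DMSO wells for no effect and DMSO wells without LPI for full effect; some results filed as inactive read as strong as hits; confirmed hits need IC50 under 10 µM and bright autofluorescent wells are also inconclusive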
# T cell modulator – T cell immune modulation candidate. 2C CD8+ T cell-vesicle binding, flow cytometry; hits give low values. calls only at 7 µM. hit rate 0.068% among 330,000;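 active = response, share of CD8 T cells binding vesicles, and their 90th percentile fluorescence all below set limits, cut at about 80% in these data, passing the limit was not always enough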
#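 Assay system – 2C mouse CD8+ T cells · Also added – QL9-loaded Drosophila micro-vesicles · Timing – Cell–vesicle co-incubation 1.5 h at 37 °C, staining 20 min on ice · Signal – flow cytometry of vesicle-bound cells · Measure – percent CD8+ FL2 mean versus row control · Controls – Peptide-free naked vesicles (low) and QL9 vesicles with 0.7% DMSO vehicle (high)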
# NTR1 ag – NTR1-driven beta-arrestin-GFP spot formation – imaging, U2OS cells, high content, primary screen (AID 493036); activation, % at 20 µM; agonist mode; hit rate 0.17% among 330,000; P30989;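 active = activation at or above 40% of the spot to cytoplasm intensity ratio, with at least 20 cells analyzed; inconclusive = wells under 20 cells, flagged as cytotoxic or low count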;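 also: 0% = DMSO without peptide and 100% = 100 nM NTR1 peptide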
# Target sequence (P30989 whole entry, looked up): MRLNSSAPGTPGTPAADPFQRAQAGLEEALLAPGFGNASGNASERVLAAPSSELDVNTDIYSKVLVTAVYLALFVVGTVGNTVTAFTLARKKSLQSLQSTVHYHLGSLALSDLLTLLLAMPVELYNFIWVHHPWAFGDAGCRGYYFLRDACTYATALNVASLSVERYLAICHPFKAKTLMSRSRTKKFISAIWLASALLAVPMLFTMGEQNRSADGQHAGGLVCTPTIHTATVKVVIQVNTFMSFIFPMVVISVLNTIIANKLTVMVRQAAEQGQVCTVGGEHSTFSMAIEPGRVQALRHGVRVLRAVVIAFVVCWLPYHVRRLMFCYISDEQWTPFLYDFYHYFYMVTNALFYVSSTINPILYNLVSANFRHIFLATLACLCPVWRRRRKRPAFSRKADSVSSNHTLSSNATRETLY
# Lipid droplet cells 6.5 µM – second read-out of Lipid droplet, no call of its own (marks repeat the call); cell count; measured here: cell count, cytotoxicity flag;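 cells counted across two imaged fields per well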
# T cell modulator vesicle-bound % – second read-out of T cell modulator, no call of its own (marks repeat the call); double positive events, %; measured here: CD8+ vesicle-bound cell fraction;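 binding gate set so that unloaded-vesicle control wells show 10% double positive cells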
# NTR1 ag cell count 20 µM – also measured in NTR1 ag; calls as there; cell count; measured here: cell count, cytotoxicity flag
# Starred values were filed as active, the others as inactive; i = inactive; ? = inconclusive; nt = not tested or not shown. Compounds were not picked by outcome; overall some 1.8% were active at least once.
# Order of results – Lipid droplet cells 6.5 µM	T cell modulator vesicle-bound %	LYP phosphatase	SV40 large T antigen	NTR1 ag cell count 20 µM	NTR1 ag	T cell modulator	GPR55 activation	MgcRacGAP inhibition	Lipid droplet	GPR35 antagonists	GPR55 LPI antagonism
- Cc1cc(NC(=O)Cn2cnc3c(nnn3-c3cccc(F)c3)c2=O)no1
    686	56	-8%	-2%	62	0.1	i	-0.2%	2%	-4	-8%	-11%
- CCOC(=O)c1c(NC(=O)CNC2CCCc3ccccc32)sc(C(N)=O)c1C (centres undefined)
    706	29	-2%	6%	32	12	i	0.2%	4%	25	-3%	-15%
- CCn1c(=O)c(=O)[nH]c2cc(C(=O)NC3CCCC3)ccc21
    488	48	-9%	20%	85	-0.6	i	-0.1%	8%	-6	-6%	11%
- COc1ccccc1C1C2=C(N=c3s/c(=C/c4cccc(OCC(=O)O)c4)c(=O)n31)c1ccccc1CC2 (centres undefined)
    648	34	1%	23%	nt	nt	i	-0.4%	12%	3	-11%	-1%
- COCCNC(=S)N/N=C(\C)c1cccc(C(F)(F)F)c1
    647	55	-1%	2%	48	1.1	i	-0.6%	9%	-18	-3%	-4%
- CCOC(=O)C1CCN(C(c2cccc(OC)c2)c2sc3nc(C)nn3c2O)CC1 (centres undefined)
    649	36	-4%	17%	67	-1.1	i	-0.2%	3%	-1	-1%	-1%
- O=C(Nn1cnnc1)c1ccc(Cl)c(Cl)c1
    776	29	-10%	8%	54	-1.0	i	-0.1%	5%	0	-3%	-15%
- CCOC(=O)c1c(C)oc2c1c1c(c3ccccc32)OCN(Cc2ccccn2)C1
    nt	39	2%	1%	52	4.6	i	-0.1%	15%	nt	2%	9%
- COc1cc(OC)cc(C(=O)NCCCNC(=O)c2cccnc2)c1
    807	28	-8%	23%	38	-0.1	i	0.0%	4%	-5	2%	4%
- Cc1ccc(CC(=O)Nc2cccc(C)n2)cc1
    721	60	-3%	0%	69	-0.6	i	-0.1%	6%	-32	7%	8%
- O=C(CSc1cc(Cl)ccc1Cl)NCCCn1ccnc1
    815	23	-2%	10%	44	0.8	i	-0.1%	5%	-17	-3%	-4%
- CCOc1ccc(NC(=O)c2ccc(Br)o2)c([N+](=O)[O-])c1
    nt	32	-8%	0%	55	15	i	-0.1%	3%	nt	-5%	8%
- c1ccc2c(c1)OCC(c1nnc3sc(-c4ccc5c(c4)OCO5)nn13)O2 (centres undefined)
    nt	44	3%	0%	78	-0.3	i	-0.2%	0%	nt	18%	1%
- COc1ccc(-c2cc(C(F)F)n3ncc(C(=O)N4CCN5CCCC5C4)c3n2)cc1 (centres undefined)
    791	22	0%	5%	87	-0.2	i	0.2%	8%	-5	0%	-3%
- NS(=O)(=O)c1ccc(CCNC(=O)COC(=O)C2CCCN2C(=O)c2cccs2)cc1 (centres undefined)
    nt	32	-1%	4%	72	-1.3	i	-0.2%	5%	nt	4%	5%
- NC(=O)c1nc(-c2cccs2)nc2c1[nH]c(=O)n2-c1ccc(F)cc1
    625	40	-4%	-1%	59	3.9	i	-0.1%	-3%	-7	5%	-6%
- Brc1ccc2oc(-c3ccn[nH]3)cc2c1
    755	2	-4%	2%	61	0.0	i	0.7%	nt	6	2%	4%
- CC(C)(C)C(=O)NC(=S)Nc1ccccc1F
    nt	20	-2%	1%	63	-1.6	i	-0.2%	1%	nt	16%	11%
- CC(=O)CSc1nc(-c2ccccc2)c(-c2ccccc2)o1
    783	28	-4%	4%	61	1.8	i	0.5%	9%	12	7%	0%
- Cc1c(C)c2ccc(OCC(=O)NC3CCN(Cc4ccccc4)CC3)c(C)c2oc1=O
    631	53	-8%	9%	39	0.0	i	-0.2%	-13%	-10	14%	10%
- CCCCc1cc(=O)oc2cc(OCC(=O)N3CCC(C(N)=O)CC3)ccc12
    814	19	-6%	6%	89	-0.8	i	-0.2%	2%	4	-12%	8%
- O=C(CCN1C(=O)C2CCCCC2C1=O)Nc1ccc(OC(F)F)cc1 (centres undefined)
    nt	15	nt	18%	58	0.6	i	nt	0%	nt	nt	nt
- COc1ccc(CNC(=O)COC(=O)c2cncc(Br)c2)cc1
    664	54	-1%	2%	72	-0.3	i	0.2%	0%	12	6%	2%
- O=C(CCc1ccccc1)Nc1ccc(N2CCCCC2)cc1
    621	42	-8%	12%	36	-1.2	i	-0.3%	7%	9	-4%	15%
- CS(=O)(=O)N1CCC(C(=O)N2CCC(Cc3ccccc3)CC2)CC1
    764	42	-5%	11%	42	-1.3	i	-0.2%	0%	-3	7%	7%
- Cc1cc(=O)oc(C)c1C(=O)NCCN(C)Cc1ccccc1
    743	25	-2%	0%	48	2.1	i	0.3%	-7%	-1	-6%	-5%
- Cc1ccc(-n2c(SCC(=O)N/N=C/c3ccccc3C(=O)O)nnc2-c2ccc(Cl)cc2)cc1
    719	10	3%	6%	58	2.8	i	-1.9%	8%	-7	-7%	12%
- CCOc1ccc2nc(SCC(=O)Nc3cccc(S(=O)(=O)NC4=NCCCCC4)c3)[nH]c2c1
    730	42	3%	?	43	-1.0	i	0.0%	14%	0	-2%	-4%
- O=S(=O)(Nc1cccnc1)c1cc(Cl)ccc1Cl
    646	38	-6%	17%	46	-1.3	i	0.2%	-4%	10	19%	2%
- Cc1nn(C)cc1S(=O)(=O)N1CCCCC1C (centres undefined)
    834	46	-6%	16%	62	-0.6	i	0.0%	7%	7	2%	18%
- Cc1ccc(C(=O)Sc2cccccc2=O)cc1
    nt	35	4%	?	84	25	i	0.0%	?	?	12%	29%
- c1ccc(SCc2cn3cccnc3n2)nc1
    709	59	-9%	6%	41	-0.3	i	-0.3%	-5%	-1	-1%	3%
- O=[N+]([O-])c1ccc(S(=O)(=O)Nc2ncccn2)cc1
    853	22	-6%	1%	50	-1.1	i	-0.1%	nt	3	8%	-14%
- CC(=O)N1c2ccc(S(=O)(=O)N(C)CC(=O)Nc3ccccc3C)cc2CC1C (centres undefined)
    764	2	-4%	5%	56	-0.6	i	-0.1%	3%	-5	2%	-18%
- Clc1ccc(-c2c(C3=NCCCN3)nnn2-c2ccc(Cl)cc2)cc1
    684	35	-4%	20%	nt	nt	i	0.5%	11%	21	2%	10%
- NC(=O)c1cc([N+](=O)[O-])ccc1NCCN1C(=O)c2ccc(C(=O)O)cc2C1=O
    714	47	0%	7%	38	0.8	i	-0.1%	5%	2	5%	8%
- O=C(CCC(=O)c1cccs1)Nc1ncccc1O
    nt	24	nt	16%	76	0.1	i	nt	11%	nt	nt	nt
- C/C(=C\C(=O)c1sccc1Cl)N(C)C
    735	16	1%	3%	55	-1.2	i	-0.1%	5%	21	-8%	4%
- COc1nsnc1N1CCOCC1
    533	46	-6%	2%	49	0.1	i	0.1%	7%	-18	50%	6%
- CCCNC(=O)NC(=O)COc1ccc2oc3ccccc3c2c1
    801	38	-8%	8%	62	5.1	i	-0.1%	9%	1	3%	-1%
- COC(=O)C(C)NC(=O)CNS(=O)(=O)c1ccc(F)cc1 (centres undefined)
    682	53	-6%	6%	38	-1.2	i	-0.2%	3%	0	9%	-2%
- COc1ccc(/C=N/n2c(SC)nnc(C(C)(C)C)c2=O)c(OC)c1
    nt	60	-3%	3%	54	1.0	i	0.0%	9%	nt	-6%	-5%
- Cc1cc(=O)oc(C)c1C(=O)N1CCN(C(c2ccccc2)c2ccccc2)CC1
    nt	24	2%	10%	43	-0.2	i	-0.2%	10%	nt	4%	8%
- CN(C)CCN(C(=O)CCS(=O)(=O)c1ccccc1)c1nc2c(F)cccc2s1
    715	16	-10%	-1%	68	-0.4	i	0.4%	8%	11	1%	-16%
- Fc1c(CSC(=S)N2CCOCC2)cccc1CSC(=S)N1CCOCC1
    749	3	-2%	6%	55	-0.3	i	-0.1%	4%	-13	-6%	2%
- CC(C)NC(=O)CS(=O)(=O)c1ccccc1
    709	31	-12%	7%	95	-2.9	i	-0.2%	2%	-5	6%	1%
- COc1ccc(-c2sc(Nc3ccccc3)n[n+]2C)c(C)c1C
    nt	13	-7%	13%	91	-0.4	i	-0.3%	3%	nt	4%	-7%
- Cc1cc(Nc2ccc(C(=O)O)cc2)n2nc(C)nc2n1
    645	35	1%	8%	44	2.2	i	0.4%	6%	-7	-3%	7%
- Cc1cc(C(=O)NCc2ccco2)c2cc(F)ccc2n1
    749	15	2%	5%	50	0.8	i	0.2%	3%	1	4%	4%
- CCOC(=O)c1c(-c2cccs2)csc1NC(=O)COC(=O)c1c(C)noc1C
    713	31	8%	17%	78	1.5	i	0.0%	5%	-14	3%	-4%
- N#Cc1c(NC(=O)c2ccccc2Cl)n(Cc2ccccc2)c2nc3ccccc3nc12
    636	52	4%	11%	nt	nt	i	-0.2%	12%	-34	-9%	1%
- CCCn1c(SCC(=O)Nc2cccc(C(=O)OC)c2)nnc1-c1cccnc1
    793	41	6%	6%	49	1.7	i	0.3%	3%	-1	-2%	12%
- O=C(Cc1ccc(-n2cccc2)cc1)N1CCN(c2ccccc2F)CC1
    nt	34	0%	2%	53	1.9	i	0.6%	1%	nt	15%	8%
- CC(C)CC(=O)NNC(=S)NCc1ccco1
    686	54	4%	10%	29	-1.6	i	-0.1%	8%	6	-12%	-2%
- NC(=O)c1ccc(N=Nc2c(-c3ccccc3)[nH]n(-c3ccccc3)c2=O)cc1
    689	53	-1%	1%	35	6.5	i	0.6%	nt	22	6%	9%
- C=CCNCc1ccc(C(=O)NCCCCCCC)cc1[N+](=O)[O-]
    nt	6	nt	7%	82	9.0	i	nt	6%	nt	nt	nt
- CSc1nnc(C)c(/C=C/Nc2ccc(Cl)cc2)n1
    nt	12	-4%	5%	80	0.2	i	0.2%	6%	nt	10%	31%

# Assay outcomes (PubChem)
